FBW7 activator: activators of human E3 ligase FBW7; Q969H0; AlphaScreen FBW7–phospho-cyclin E peptide binding, activator screen; normalized activity (activation), % at 26.1 µM; 650,000 compounds, 0.13% hits; AID 1259310; in the data active = normalized activity above about 1.9%;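 also: purified mutant Fbw7 with reduced substrate affinity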
MITF primary: human MITF inhibition, primary screen. O75030. AlphaScreen MITF homodimerization, bead proximity signal. inhibition, % at 2.6 µM. 650,000 compounds, 0.91% hits; in the data active = inhibition above about 50%;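 also: 0% = vehicle wells with protein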
Target sequence (O75030 whole entry, looked up): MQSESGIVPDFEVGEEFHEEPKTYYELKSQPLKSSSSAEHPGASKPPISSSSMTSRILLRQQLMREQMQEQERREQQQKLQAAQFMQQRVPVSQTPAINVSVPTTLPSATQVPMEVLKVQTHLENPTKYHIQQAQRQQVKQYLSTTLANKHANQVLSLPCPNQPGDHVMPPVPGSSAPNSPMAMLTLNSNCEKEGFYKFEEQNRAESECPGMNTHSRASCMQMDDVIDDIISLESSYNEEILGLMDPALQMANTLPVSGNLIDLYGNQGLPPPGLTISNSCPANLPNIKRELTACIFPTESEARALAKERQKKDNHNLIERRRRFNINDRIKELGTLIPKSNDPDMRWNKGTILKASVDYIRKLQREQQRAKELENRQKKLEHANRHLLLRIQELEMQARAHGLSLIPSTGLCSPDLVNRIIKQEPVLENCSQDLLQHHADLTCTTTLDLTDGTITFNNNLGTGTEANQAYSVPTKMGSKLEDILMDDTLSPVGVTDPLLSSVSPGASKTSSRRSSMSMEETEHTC
TEAD-YAP block: TEAD-YAP interaction inhibition; HEK-TIYL cells, TEAD-Gal4/YAP UAS-luciferase luminescence; inhibition, % at 9.12 µM; 640,000 compounds, 1.4% hits; AID 1259422; in the data active = inhibition above about 32%;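 also: 0% = median of test compound wells and 100% = reference inhibitor wells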
GPR151 activ: activates the human receptor GPR151; PathHunter beta-arrestin GPR151 cells, luminescence; Q8TDV0; 650,000 compounds, 1% hits; AID 1508602; activation, % at 11.2 µM; in the data active = activation above about 4.9%;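 also: 0% = median of compound wells and 100% = cells with positive control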
Target sequence (Q8TDV0 whole entry, looked up): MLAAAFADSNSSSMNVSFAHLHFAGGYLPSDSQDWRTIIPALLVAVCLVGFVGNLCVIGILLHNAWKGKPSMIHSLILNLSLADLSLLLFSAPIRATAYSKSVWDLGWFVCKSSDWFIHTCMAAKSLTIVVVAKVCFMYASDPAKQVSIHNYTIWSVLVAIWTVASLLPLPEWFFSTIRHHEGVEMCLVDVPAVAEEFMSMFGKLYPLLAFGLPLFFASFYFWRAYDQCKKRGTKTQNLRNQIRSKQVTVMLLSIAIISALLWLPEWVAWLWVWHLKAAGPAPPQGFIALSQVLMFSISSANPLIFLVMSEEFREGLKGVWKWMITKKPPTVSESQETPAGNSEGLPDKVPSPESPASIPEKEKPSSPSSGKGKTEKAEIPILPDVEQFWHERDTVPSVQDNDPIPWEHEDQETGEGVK
* marks the source's active call; other numbers are inactive results; & = joins results of further samples; ! = repeats disagree. An unsorted share of the library (roughly 3.4% active in at least one column).

SMILES	FBW7 activator	MITF primary	TEAD-YAP block	GPR151 activ
CCN(C(=O)C(=O)Nc1ccc2nc3n(c(=O)c2c1)CCCCC3)c1ccc(OC)cc1	-0.2	2	5	-0.2
O=C(NCc1ccccn1)c1ccc(CN2CCOCC2)cc1	0.4	14	0	-0.6
N[C@@H]1CONC1=O	-0.1&0.0&0.1&0.3&-0.1&-0.1&0.0&-0.1	-12&-3&0&9&6&-7&14&5	-6&-2&-9&-4&-5&-2	6.7*!
COc1ccc(C(=O)N/N=C(\C)CC(=O)Nc2ccccn2)cc1OC	0.0	10	5	-0.1
CCCC(=O)C1=C(O)C(C(=O)OC)C(C)(C)CC1=Nc1ccncc1 (centres undefined)	0.1	16	-7	1.7
COc1ccc(CN2CCCC(C(=O)Nc3cccc(-n4cccn4)c3)C2)cc1 (centres undefined)	-0.1	-9	9	2.2
O=S(=O)(NCC(c1cccnc1)N1CCOCC1)c1ccc(Br)cc1 (centres undefined)	0.6	4	5	-1.9
COc1cccc(Oc2ccc([N+](=O)[O-])cc2C#N)c1	-0.4	1	-12	-0.8
COc1ccccc1NC(=O)Cn1cnc2sc(C(=O)N3CCC(C)CC3)c(C)c2c1=O	0.0	3	7	1.1
CN(C)CCCN1C(=O)C2CC3=C(CC2C1=O)C(C)(C)CCC3 (centres undefined)	0.1	0	-9	-2.0
Cc1ccc(C23CC4CC(C2)CC(c2csc(NC(=O)c5ccc(F)cc5)n2)(C4)C3)cc1	-0.1	5	-6	0.0
CCCN1C(=O)C2ON(c3ccccc3)C(c3ccncc3)C2C1=O (centres undefined)	-0.2	6	19	-0.9
O=C(N/N=C/c1ccc(OC/C=C/Cl)cc1)c1cccc(O)c1	0.2	12	18	-1.6
Cc1nc(N)[nH]c(=O)c1CCC(=O)OCC(C)C	-0.1	5	3	-0.5
CCN1CCN(c2nc3c(c(=O)n(Cc4ccccc4)c(=O)n3C)n2C)CC1	-0.2	12	0	-1.8
Cc1ccc(C2N=C(N)Nc3nc4ccccc4n32)o1 (centres undefined)	-0.1	7	-1	-0.2
Cc1cc(NC(=O)C2CCCCC2)ncc1NC(=O)C(C)(C)C	-0.2	-9	-5	-0.1
CC(C)C(NC(=O)c1ccccn1)c1nnc2n1CCN(Cc1ccccc1)CC2 (centres undefined)	0.1	1	-5	1.5
CC(C)(C)C(=O)NCCc1c[nH]c2ccccc12	0.0	20	-12	-0.5
Cc1ccc(Cl)c(OCCCn2cnc3ccccc3c2=O)c1	0.0	-2	-80	-0.4
COc1ccc(OC)c(-n2c(=S)[nH]c3cc(C(=O)Nc4ccc(C)c(Cl)c4)ccc3c2=O)c1	0.0	12	-3	1.7
O=C(Nc1c(C(=O)c2ccc3c(c2)OCCO3)oc2ccccc12)c1ccco1	0.1	-11	-20	-1.1
Cc1ccccc1NC(=O)c1cc2c(ccc3ccccc32)oc1=N	0.1	15	8	-0.1
COc1ccccc1N1CCN(C2CCCN(C(=O)Cn3cccn3)C2)CC1 (centres undefined)	0.0	-4	-1	-0.2
Cc1ccc(C(=O)N[C@H]2C[C@H]3C(=O)N[C@@H]([C@@H](C)O)C(=O)N3C2)cc1F	0.2	-8	-18	1.0
COc1ccc(C(=O)NC(CC(C)C)C(=O)O)cc1 (centres undefined)	0.1	17	1	2.2
COc1ccc(CNC(=O)C(=O)Nc2ccc(Cl)cc2C)cc1	-0.1	5	-4	0.5
C=CCOc1ccc(/C=c2\sc3nc(-c4ccc(C)cc4)nn3c2=O)cc1	0.0	-3	3	1.1
O=c1[nH]c(=O)n(-c2ccccc2Cl)c(O)c1C=Nc1ccc2c(c1)OCO2	-0.1	15	1	-0.2
COc1ccc(-c2nnc(Nc3ccc4c(c3)OCO4)c3ccccc23)cc1	0.3	23	2	-2.2
CC(=O)c1cccc(NC(=O)c2cc3ccccn3n2)c1	-0.1	-6	-41	-1.9
Cc1ccc(-n2c(C)cc(/C=N/NC(N)=O)c2C)cc1C	0.1	11	-4	-1.5
CC1CCCC(C)N1C(=O)COC(=O)COc1cccc(Br)c1 (centres undefined)	0.5	8	7	0.8
O=C(/C=C/c1ccccc1)Nc1ccc(-c2nnc(-c3ccco3)o2)cc1	-0.1	5	-16	-0.7
C=CCn1c(SCC(=O)Nc2ccc(OC)cc2)nnc1-c1cccnc1	0.1	5	-2	-0.1
O=C(Nc1ccc(Cl)cc1)C1CC=CCC1C(=O)OCC1CCCO1 (centres undefined)	-0.1	6	-3	1.8
CCOC(=O)C1=C(c2ccccc2)S/C(=C2/C(=S)C(C)(C)Nc3ccccc32)S1	0.1	23	-3	-2.4
O=C(CN1CCNC(=O)C1)NCCc1ccc(Cl)cc1Cl	-0.1	4	3	0.8
CCCCSc1nc2c(sc(=S)n2-c2ccc(C)c(C)c2)c(=O)n1-c1ccccc1	-0.2	5	-5	0.5
COc1ccc(CCNc2nc(NC(C)(C)CO)nc(N3CCCC3)n2)cc1OC	0.1	15	-2	-0.8
CSc1nnc2c(n1)OC(C)Nc1ccc(Br)cc1-2 (centres undefined)	0.4	23	5	0.1
Cc1ccc(C(=O)N/C(=C/c2ccc(Cl)cc2)C(=O)NC(C)C)cc1	-0.1	-6	1	-0.9
Cc1ccc(S(=O)(=O)c2cc3ccccc3oc2=O)cc1C	-0.1	4	-2	-1.0
CC1CCCN(c2ccc(C(=O)OCC(=O)NNC(=O)c3cccs3)cc2[N+](=O)[O-])C1 (centres undefined)	0.0	12	15	-1.2
CCc1nnc(NC(=O)C2CCCN2C(=O)Nc2ccccc2OC)s1 (centres undefined)	0.2	5	4	0.9
CSc1cccc2sc(N(CCN(C)C)C(=O)c3ccc(N(C)C)cc3)nc12	-0.8	31	-9	-0.3
N#C/C(=C/c1ccco1)c1nc(-c2cccc(Br)c2)cs1	0.0	-5	-9	-2.2
CC(/C=C/c1ccco1)=N/NC(=O)c1ccc([N+](=O)[O-])cc1	-0.1	14	4	-0.9
O=C(c1nc2ccc(Cl)cn2c1CNCC1COCCO1)N1CCCCCCC1 (centres undefined)	-0.1	1	-4	0.7
CC(=O)c1c(C)oc2cccc(NS(=O)(=O)c3ccccc3)c12	0.2	10	14	1.9
Cc1cc(-n2c(=S)sc3c(=O)n(-c4ccc(F)cc4)c(SCC4OCCO4)nc32)ccc1Cl	1.8	16	-2	-0.1
CCOc1ccc(NC(=O)CSc2nc3ccccc3c(=O)n2-c2ccc(C(=O)N3CCOCC3)cc2)cc1	0.0	17	19	-0.4
CCOc1cc(/C=C2/SC(=Nc3ccccc3Cl)NC2=O)ccc1O	-0.1	4	19	-0.8
CCS(=O)(=O)N1CCN(c2ccc([N+](=O)[O-])c(N3CCN(c4ccccc4OC)CC3)c2)CC1	-0.1	2	-5	1.6
CC(C)[C@H](NC(=O)c1ccco1)C(=O)OCC(=O)Nc1sccc1C(N)=O	0.1	10	5	-0.1
CCCCNC(=O)c1ccc2c(c1)N(Cc1ccccc1)C(=O)CS2	1.0	11	8	-0.5
O=C(CSCc1ccc([N+](=O)[O-])cc1)N1CCN(c2cccc(Cl)c2)CC1	-0.3	7	-1	13*
Cc1occc1C(=O)NCc1ccc(S(N)(=O)=O)cc1	0.0	7	-6	-1.0
CCOc1ccc(/C=N/NC(=O)C(=O)NC2CC2)cc1	0.4	19	-1	5.7*
NNC(=O)c1ccc(Sc2ccccn2)cc1	0.0	-6	6	-0.1

New compounds follow
SMILES	FBW7 activator	MITF primary	TEAD-YAP block	GPR151 activ
COc1ccc(C(=O)COC(=O)C(C(C)C)N2C(=O)C3C4C=CC(C4)C3C2=O)cc1 (centres undefined)	0.0	15	-2	0.2
COc1ccc(Br)cc1/C=C1\C(=O)N(c2cccc(Cl)c2)N=C1C	-0.5	2	5	0.9
CCC(C)NC(=O)CSc1nnc(-c2ccccn2)n1-c1ccc(OC)cc1 (centres undefined)	0.0	18	8	-0.1
CCOC(=O)c1sc2nc(SCc3ccccc3C)n(Cc3ccccc3)c(=O)c2c1C	-0.2	-3	2	-0.9
c1ccc(CN2CCC(Nc3cc(-c4cccs4)ncn3)CC2)cc1	0.2	9	7	-0.5
COc1ccc(-c2cc(-c3ccccc3)nc(SCC(=O)C(C)(C)C)c2C#N)cc1	-0.2	2	1	0.3
CN(C)c1nc(Cl)c(CN2CCCC(N3CCN(c4ccccc4)CC3)C2)s1 (centres undefined)	0.0	8	12	-0.1
CCOC(=O)C(/C(C)=N/NC(=O)c1ccc(Br)cc1)C(C)C (centres undefined)	-0.1	-1	5	3.2
CC(C)CN1Cc2cc(Cl)ccc2OC(C)C1 (centres undefined)	-0.1	2	0	-0.3
CC(C)(C)C1CCC2(CC1)NC(=S)N(c1ccc(Cl)cc1)N2 (centres undefined)	-0.1	-2	-9	-0.5
O=C(CN(c1ccccc1)S(=O)(=O)c1ccccc1)NCCSCc1ccco1	0.0	12	2	1.5
O=C(O)c1cccc(NC(=S)NC(=O)c2cccc(F)c2)c1	0.2	17	-39	-1.0
O=C(Cn1ncc2c(=O)oc3ccccc3c21)N1CCN(c2ccccc2)CC1	0.0	7	2	1.1
Cc1noc(/C=C/c2ccco2)c1S(=O)(=O)N1CCC(C(=O)NC2CCCCC2)CC1	0.2	24	4	0.3
COc1cc(/C=C2\SC(=Nc3ccc(C)cc3)N(c3ccc(C)cc3)C2=O)ccc1O	0.5	15	-2	-0.9
O=C(NC1CCCCC1)[C@H]1C=CCN1S(=O)(=O)c1ccccc1F	0.0	13	-4	1.4
COc1c(Cl)cc(C(=O)Nc2ccccc2C(N)=O)cc1Cl	-0.2	1	-11	0.1
C=CCOc1nc(N2CCCCC2)nc(N2CCCCC2)n1	0.1	2	-4	-0.6
NS(=O)(=O)c1ccc(CCn2c(SCc3cccc([N+](=O)[O-])c3)nc3ccccc3c2=O)cc1	0.0	8	11	2.4
Cn1c(NNC(=O)Cc2ccccc2)cc(=O)n(C)c1=O	0.0	6	8	-0.9

Individual results from above.
Cn1c(NNC(=O)Cc2ccccc2)cc(=O)n(C)c1=O in TEAD-YAP block has 8
COc1ccc(Br)cc1/C=C1\C(=O)N(c2cccc(Cl)c2)N=C1C in TEAD-YAP block has 5
COc1ccc(C(=O)COC(=O)C(C(C)C)N2C(=O)C3C4C=CC(C4)C3C2=O)cc1 (centres undefined) in FBW7 activator has 0.0

22 structures already listed, ordered by SMILES length, largest number first.
SMILES	FBW7 activator	MITF primary	TEAD-YAP block	GPR151 activ
CCS(=O)(=O)N1CCN(c2ccc([N+](=O)[O-])c(N3CCN(c4ccccc4OC)CC3)c2)CC1	-0.1	2	-5	1.6
CCOc1ccc(NC(=O)CSc2nc3ccccc3c(=O)n2-c2ccc(C(=O)N3CCOCC3)cc2)cc1	0.0	17	19	-0.4
Cc1cc(-n2c(=S)sc3c(=O)n(-c4ccc(F)cc4)c(SCC4OCCO4)nc32)ccc1Cl	1.8	16	-2	-0.1
Cc1ccc(C23CC4CC(C2)CC(c2csc(NC(=O)c5ccc(F)cc5)n2)(C4)C3)cc1	-0.1	5	-6	0.0
Cc1noc(/C=C/c2ccco2)c1S(=O)(=O)N1CCC(C(=O)NC2CCCCC2)CC1	0.2	24	4	0.3
COc1ccccc1NC(=O)Cn1cnc2sc(C(=O)N3CCC(C)CC3)c(C)c2c1=O	0.0	3	7	1.1
O=c1[nH]c(=O)n(-c2ccccc2Cl)c(O)c1C=Nc1ccc2c(c1)OCO2	-0.1	15	1	-0.2
O=C(/C=C/c1ccccc1)Nc1ccc(-c2nnc(-c3ccco3)o2)cc1	-0.1	5	-16	-0.7
COc1ccc(CCNc2nc(NC(C)(C)CO)nc(N3CCCC3)n2)cc1OC	0.1	15	-2	-0.8
COc1ccc(-c2nnc(Nc3ccc4c(c3)OCO4)c3ccccc23)cc1	0.3	23	2	-2.2
CC(C)(C)C1CCC2(CC1)NC(=S)N(c1ccc(Cl)cc1)N2 (centres undefined)	-0.1	-2	-9	-0.5
CCCCNC(=O)c1ccc2c(c1)N(Cc1ccccc1)C(=O)CS2	1.0	11	8	-0.5
CCc1nnc(NC(=O)C2CCCN2C(=O)Nc2ccccc2OC)s1 (centres undefined)	0.2	5	4	0.9
Cc1ccccc1NC(=O)c1cc2c(ccc3ccccc32)oc1=N	0.1	15	8	-0.1
Cc1ccc(-n2c(C)cc(/C=N/NC(N)=O)c2C)cc1C	0.1	11	-4	-1.5
Cn1c(NNC(=O)Cc2ccccc2)cc(=O)n(C)c1=O	0.0	6	8	-0.9
O=C(CN1CCNC(=O)C1)NCCc1ccc(Cl)cc1Cl	-0.1	4	3	0.8
O=C(NCc1ccccn1)c1ccc(CN2CCOCC2)cc1	0.4	14	0	-0.6
Cc1ccc(C2N=C(N)Nc3nc4ccccc4n32)o1 (centres undefined)	-0.1	7	-1	-0.2
CC(C)CN1Cc2cc(Cl)ccc2OC(C)C1 (centres undefined)	-0.1	2	0	-0.3
NNC(=O)c1ccc(Sc2ccccn2)cc1	0.0	-6	6	-0.1
N[C@@H]1CONC1=O	-0.1&0.0&0.1&0.3&-0.1&-0.1&0.0&-0.1	-12&-3&0&9&6&-7&14&5	-6&-2&-9&-4&-5&-2	6.7*!

Screens deposited in PubChem BioAssay by The Scripps Research Institute Molecular Screening Center.
